Spn PMK inh: inhibitors of Streptococcus pneumoniae phosphomevalonate kinase; purified PMK, PK/LDH-coupled NADH absorbance 340 nm; inhibition, % at 10 µM; 0.49% of 65,000 active; AID 539;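 active = top-ranked compounds by inhibition in the single 10 µM screen, taking a fixed number of the strongest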;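 note: 0% = full reaction with DMSO carrier and 100% = background rate without enzyme reaction; no value below 0 was filed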
KRASV12 cytotoxicity: cytotoxicity in KRAS-transformed pancreatic duct cells, primary screen, cell-based, fluorescence, HTS (AID 431) | HPDE-C7K KRASV12 cells, Alamar Blue viability, 48 h; higher % means a stronger effect | one-dose cytotoxicity, % at 10 µM; EC50 in µM for titrated hits | 1.7% of 63,000 active;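 active = compounds whose percent cytotoxicity in the single-dose primary screen, scaled between solvent and toxic-drug controls, exceeds 50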;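 note: 0% = DMSO solvent wells and 100% = doxorubicin-treated wells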
LYP phosphatase: LYP phosphatase inhibitors, primary screen, biochemical, DiFMUP fluorescence, recombinant catalytic domain, 10 µM (AID 606); recombinant LYP catalytic domain, DiFMUP fluorescence; higher % means a stronger effect; inhibition, % at 10 µM, or IC50 in µM where a hit was titrated; 52,000 tested, under 10 active;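 active = IC50 under 40 µM in the dose-response test; inactive = IC50 of 40 µM or more, or never dose-tested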
Alkaline phosphatase: human TNAP enzyme inhibitors, biochemical, luminescent (AID 518). purified TNAP enzyme, luminescent substrate readout; higher % means a stronger effect. 0.09% of 64,000 active. one-dose inhibition, % at 20 µM; IC50 in µM for titrated hits; in the data active = a potency from the dose series; inactive = the rest, 99 in 100 with inhibition below about 22%;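 note: plate controls were vehicle for no effect and reference inhibitor for full effect; many of its hits are not listed in these tables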
HPDE-C7 cytotoxicity: cytotoxicity in HPDE-C7 cells, cell-based, fluorescence, HTS (AID 430) | HPDE-C7 pancreatic duct cells viability, fluorescence; higher % means a stronger effect | one-dose cytotoxicity, % at 10 µM; EC50 in µM for titrated hits | 1.8% of 63,000 active;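 note: cells exposed to compound for 48 hours before viability readout; 0% = vehicle and 100% = reference cytotoxic drug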
MK inhibit: S. pneumoniae mevalonate kinase inhibition | inhibition, % at 10 µM | 0.48% of 65,000 active | purified MK, PK/LDH-coupled NADH absorbance 340 nm;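 active = ranked among the strongest by inhibition in the single 10 µM screen, a fixed top-ranked set picked for dose follow-up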; note: no value below 0 was filed
Bfl-1 displacement: Bfl-1 inhibitors, primary screen, biochemical, fluorescence polarization, FITC-Bid, mouse (AID 432); FITC-Bid BH3 peptide fluorescence polarization displacement; higher % means a stronger effect; one-dose displacement, % at 20 µM; IC50 in µM for titrated hits; 0.02% of 64,000 active; in the data active = a potency from the dose series; inactive = the rest, 99 in 100 with displacement below about 15%; note: strong numbers were not always called active
HT1080 viability: HT1080 cell viability loss – fluorescence readout (AID 620). HT1080 viability, fluorescence; higher % means a stronger effect. cytotoxicity, % at 10 µM; hits with a dose series show EC50 in µM. 0.42% of 87,000 active;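 note: cells exposed to compound overnight then 4 h with Alamar Blue; 0% = vehicle DMSO and 100% = killing control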
Spn DPM-DC inh: S. pneumoniae DPM-DC inhibition; calls only at 10 µM; 0.49% of 65,000 active; purified DPM-DC, PK/LDH coupled NADH fluorescence; AID 556;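 active = the 320 compounds with the highest percent inhibition in the single-dose primary screen, excluding strongly autofluorescent ones, cut at about 32% in these data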;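 note: kinetic rate of NADH fluorescence loss reporting ADP formed by the decarboxylase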
Spn PMK inh pilot replicates: also measured in Spn PMK inh; calls as there; inhibition, %; measured here: pilot screen replicates
MK inhibit pilot replicates: also measured in MK inhibit; calls as there; inhibition, %; measured here: pilot screen replicates
Spn DPM-DC inh pilot screen %: also measured in Spn DPM-DC inh; calls as there; inhibition, %; measured here: pilot screen trials
The depositor's hits bear a star; i = inactive; . = no result given. Cut-off read from the data, not from the text of the source, unless noted: active = cytotoxicity above about 50%; inactive = the rest.

SMILES	Spn PMK inh	KRASV12 cytotoxicity	LYP phosphatase	Alkaline phosphatase	HPDE-C7 cytotoxicity	MK inhibit	Bfl-1 displacement	HT1080 viability	Spn DPM-DC inh	others
COc1ccc(N2CCN(C(=O)c3ccc(S(=O)(=O)N4CCOCC4)cc3)CC2)cc1	22	4%	.	12%	3%	0	-5%	-24%	i
CCOc1ccc2c(c1)cc(CN(C(=O)CC)C1CCCCC1)c1nnnn12	17	-15%	6%	4%	2%	9	0%	0%	i
O=C(Nc1ccc2c(c1)OCO2)N1CCOCC1	3	-16%	10%	4%	-19%	4	-2%	1%	i
CCOC(=O)C1CCN(C(=O)C2CC(=O)N(c3ccc(C)cc3)C2)CC1 (stereo unspecified)	9	-13%	-1%	10%	-4%	10	-3%	-6%	i
CCCCCOC(=O)Cc1c(C)nc(-c2ccccc2)[nH]c1=O	2	-9%	0%	5%	1%	0	-4%	11%	i
CC(C)(C)c1cc(Cc2ccccc2)[nH]n1	5	-4%	9%	13%	2%	6	-1%	0%	i
CC(=O)NC(C)C(=O)OCC(=O)Nc1ccc(Br)cc1 (stereo unspecified)	8	-1%	-3%	13%	-36%	1	3%	-7%	i	Spn PMK inh pilot replicates=0.5;MK inhibit pilot replicates=2.5;Spn DPM-DC inh pilot screen %=0.0
CC(=O)N1C(c2ccccc2)CC(=O)OC1c1ccc2c(c1)OCO2 (stereo unspecified)	1	-2%	-4%	10%	0%	0	3%	.	i
CCC(C)(C)NC(=O)CN(CC1CCCO1)C(=O)CCC(=O)Nc1nccs1 (stereo unspecified)	10	1%	11%	4%	-5%	4	7%	2%	i
COc1ccc(-c2nnc3ccc(SCC(=O)N4CCCCCC4)nn23)cc1OC	16	-8%	4%	0%	-16%	2	6%	6%	i
COc1cc(NC2=CC(=O)CC(C)(C)C2)cc(OC)c1	1	-7%	0%	13%	0%	2	-4%	-5%	i	Spn PMK inh pilot replicates=7.0;MK inhibit pilot replicates=4.0;Spn DPM-DC inh pilot screen %=0.5
Cn1nnc(NCc2cc(Br)ccc2OCc2cccs2)n1	2	-10%	5%	13%	-5%	12	-5%	1%	i
CC(=O)N1CCc2cc(S(=O)(=O)CCC(=O)O)ccc21	14	-2%	-5%	-11%	-9%	9	-4%	9%	i
CCOC(=O)N1CCC(NC(=O)CS(=O)(=O)Cc2nc(-c3ccc(C)cc3)oc2C)CC1	1	1%	17%	9%	-3%	2	-8%	-10%	i
N#Cc1c(N2CCOCC2)nc(N2CCCCC2)c2c1CCN(C1CCCCC1)C2	2	-12%	6%	9%	-17%	8	7%	-4%	i	Spn PMK inh pilot replicates=2.5;MK inhibit pilot replicates=2.0;Spn DPM-DC inh pilot screen %=9.5
Cc1ccc(NC(=O)CSc2nnc(Cc3cccn3C)n2-c2ccc(F)cc2)c(C)c1	0	-10%	-10%	4%	-5%	9	-3%	3%	i
Cc1sc2ncnc(Sc3nnc4sc5ccccc5n34)c2c1C	13	.	2%	16%	.	3	-6%	-2%	i
Cc1nnc(NC(=O)CSc2nc3c(c(=O)n2C)SC(C)C3)s1 (stereo unspecified)	9	6%	17%	14%	15%	1	4%	2%	i	Spn PMK inh pilot replicates=2.5;MK inhibit pilot replicates=0.0;Spn DPM-DC inh pilot screen %=1.0
O=C(COC(=O)c1ccncc1)NCc1ccccc1	15	-6%	10%	12%	-5%	0	-3%	-5%	i
CC1(C)CC(=O)C(C(C2=C(O)CC(C)(C)CC2=O)c2cccnc2)C(=O)C1 (stereo unspecified)	13	12%	0%	11%	8%	7	-2%	-4%	i
O=C(c1cc(-c2cccc(O)c2)on1)N1CCc2ccccc2C1	6	16%	1%	15%	18%	13	-6%	5%	i
COc1ccc(C(=O)N/C(N)=N/c2nc3ccccc3o2)cc1	16	1%	.	11%	0%	5	-1%	9%	i
CC1(C)CC2CC(C)(CN2c2ncnc3ccccc23)C1 (stereo unspecified)	3	-3%	1%	10%	0%	8	-3%	-14%	i
Cn1c(N)c(C(=O)COC(=O)C2(c3ccc(F)cc3)CCCC2)c(=O)n(C)c1=O	14	.	1%	.	.	0	.	13%	i
Cc1ccccc1-c1nc(Cc2ccc(Cl)cc2)no1	0	0%	-6%	7%	-14%	0	-1%	.	i
CCN(CC)S(=O)(=O)N1CCC(C(=O)NC(C)CCc2ccccc2)CC1 (stereo unspecified)	10	-38%	0%	-2%	-22%	0	-12%	15%	i
CC(=O)N1CCN=C1SCc1ccc(C)cc1	8	1%	10%	7%	-3%	3	6%	0%	i
O=C(COc1cccc2cccnc12)Nc1nccs1	16	8%	7%	12%	8%	0	2%	6%	i
CCC(=O)N1CC2(C)CN(C(=O)CC)CC(C)(C1)C2	14	.	7%	3%	.	6	0%	3%	i
Cc1cccc(NC(=O)CSC(N)=O)c1C	0	5%	8%	10%	-3%	0	1%	6%	i
CC(=O)NCc1nc2ccccc2n1Cc1ccccc1C	8	-3%	.	2%	-10%	3	3%	-8%	i
Cc1ccc(Nc2nnc(SCC(=O)NCc3ccco3)s2)cc1	12	6%	-3%	10%	1%	4	-3%	-1%	i
CCNc1nc(NCC)nc(Oc2ccc(OCC)nn2)n1	9	1%	10%	7%	3%	3	1%	2%	i
Cc1sc2nc(SCC(=O)N(CCO)CCO)n(C3CCCCC3)c(=O)c2c1C	7	-1%	5%	4%	-4%	7	-6%	9%	i
Cc1ccc(NC(=O)CCN2CCN(C/C=C/c3ccccc3)CC2)cc1C	9	25%	.	5%	-9%	1	-6%	6%	i
c1cncc(C(c2nnnn2C2CCCC2)N2CCCC2)c1 (stereo unspecified)	25*	6%	-3%	0%	10%	0	-4%	.	i

In the list so far, 2 contain bromine:
SMILES	Spn PMK inh	KRASV12 cytotoxicity	LYP phosphatase	Alkaline phosphatase	HPDE-C7 cytotoxicity	MK inhibit	Bfl-1 displacement	HT1080 viability	Spn DPM-DC inh	others
CC(=O)NC(C)C(=O)OCC(=O)Nc1ccc(Br)cc1 (stereo unspecified)	8	-1%	-3%	13%	-36%	1	3%	-7%	i	Spn PMK inh pilot replicates=0.5;MK inhibit pilot replicates=2.5;Spn DPM-DC inh pilot screen %=0.0
Cn1nnc(NCc2cc(Br)ccc2OCc2cccs2)n1	2	-10%	5%	13%	-5%	12	-5%	1%	i

The list goes on:
SMILES	Spn PMK inh	KRASV12 cytotoxicity	LYP phosphatase	Alkaline phosphatase	HPDE-C7 cytotoxicity	MK inhibit	Bfl-1 displacement	HT1080 viability	Spn DPM-DC inh	others
CCOC(=O)Cn1c(=O)c2c(nc(Br)n2CC(=O)OCC)n(C)c1=O	6	-21%	9%	9%	-17%	12	-4%	0%	i
COc1ccc(C2C(C(=O)c3sc(C)nc3C)=C(O)C(=O)N2CCCn2ccnc2)cc1 (stereo unspecified)	7	7%	11%	11%	3%	15	1%	4%	i
CCOc1ccc(N(CC(=O)NC(C)(C)C)C(=O)c2ccco2)cc1	1	-29%	.	2%	-20%	6	-13%	-6%	i
O=C(Cc1ccc(F)cc1)OCC(=O)c1cc2ccccc2o1	12	2%	.	9%	2%	0	0%	-4%	i
CN1CCN(c2oc(COc3ccc(-c4ccccc4)cc3)nc2C#N)CC1	5	4%	-3%	13%	10%	13	1%	-1%	i	Spn PMK inh pilot replicates=1.5;MK inhibit pilot replicates=0.0;Spn DPM-DC inh pilot screen %=0.0
CCOC(=O)N1CCN(S(=O)(=O)c2ccc3c(c2)OCC(=O)N3)CC1	16	-1%	2%	5%	-17%	5	2%	7%	i
CCN1C=C(C(=O)OC)C(c2cccc(C)c2)C(C(=O)OC)=C1	0	0%	.	-6%	1%	3	-1%	3%	.
Cc1ccc2c(c1)c1ncnc(N3CCc4ccccc4C3)c1n2C	0	12µM*	.	14%	11µM*	9	2%	28%	.
COC(=O)c1ccc(Cc2ccc(C(=O)OC)o2)o1	19	.	.	13%	.	0	-3%	-10%	i
CC1=Nn2c(nc(-c3ccccc3)c2-c2ccccc2)N(CC(N)=O)C(=O)C1	0	3%	2%	4%	-2%	2	4%	15%	i
CCSc1nc2c(c(=O)[nH]1)C(c1ccncc1)C(C(=O)OC)=C(C)N2 (stereo unspecified)	16	-16%	0%	-11%	-5%	1	3%	-12%	i
NS(=O)(=O)c1cc2c(cc1C(F)(F)F)NCNS2(=O)=O	3	0%	13%	7%	-6%	5	-2%	11%	i	Spn PMK inh pilot replicates=0.0;MK inhibit pilot replicates=0.0;Spn DPM-DC inh pilot screen %=6.5
COc1ccccc1C(=O)Nc1cccc(NC(C)=O)c1	1	-3%	-6%	3%	-12%	0	-3%	-1%	i
COc1ccc(NC(=O)c2cccnc2N2CCCCC2)cc1	0	-9%	4%	12%	-3%	10	-2%	-3%	i
O=C(OCc1nc2ccccc2s1)c1cccs1	4	0%	-3%	7%	4%	4	-3%	-2%	i
CCOC(=O)Nc1ccc(S(=O)(=O)NCCCN2CCOCC2)cc1	10	.	-4%	6%	.	10	5%	8%	i
O=C(O)c1ccc(NC(=O)C2(c3ccccc3)CCOCC2)cc1	4	0%	-2%	10%	10%	8	-1%	-5%	i
CCOC(=O)C1=C(C)N=c2s/c(=C/c3ccco3)c(=O)n2C1c1cccc(OC)c1 (stereo unspecified)	0	21%	3%	9%	-5%	4	-3%	-4%	i
CCn1cc(CN(C)C(=O)CSc2nc(-c3ccco3)cc(C(F)(F)F)n2)c(C)n1	8	.	9%	.	.	11	.	-5%	i
COCc1nnc(NC(=O)c2ccc(S(=O)(=O)N(C)c3ccccc3)cc2)o1	9	36%	3%	12%	42%	7	-4%	-4%	i	Spn PMK inh pilot replicates=1.5;MK inhibit pilot replicates=0.0;Spn DPM-DC inh pilot screen %=0.5
CCOC(=O)Cn1nnnc1CN(Cc1ccc(OC)cc1)Cc1cc2cc(C)cc(C)c2[nH]c1=O	10	-17%	11%	16%	-23%	7	-2%	18%	i	Spn PMK inh pilot replicates=3.0;MK inhibit pilot replicates=10;Spn DPM-DC inh pilot screen %=2.0
CCn1c(C(O)c2ccc(C)cc2)nc2ccccc21 (stereo unspecified)	0	-1%	12%	-1%	-2%	9	-10%	-5%	i
CCOC(=O)c1sc(=S)n(-c2ccc3c(c2)OCO3)c1N	8	-4%	11%	13%	-3%	10	-1%	-9%	i
O=C(CNC(=O)c1ccco1)NCCCc1ccccc1	17	-1%	9%	10%	6%	0	6%	0%	i
CCOc1ccc(NS(=O)(=O)c2ccc3[nH]cc(C(=O)NC(C)CC)c(=O)c3c2)cc1 (stereo unspecified)	9	-14%	11%	6%	-4%	1	-2%	4%	i
COc1ccc(C(CC(=O)O)NS(=O)(=O)c2ccc(C)cc2)cc1OC (stereo unspecified)	0	-5%	.	8%	1%	12	-3%	-4%	i
COC(=O)c1ccc(OCC(=O)Nc2nn(-c3ccccc3)nc2C(N)=O)cc1	12	27%	.	6%	52%*	14	-12%	3%	i
O=S(=O)(Nc1ccccn1)c1ccc(Oc2ccccc2)cc1	7	29%	-14%	14%	-7%	i	-6%	29%	i	Spn PMK inh pilot replicates=0.5;MK inhibit pilot replicates=0.0;Spn DPM-DC inh pilot screen %=0.0
Cc1ccccc1C(=O)N(C)Cc1ccccc1	2	-27%	13%	8%	-4%	8	5%	1%	i

Screening results: PubChem BioAssay, several laboratories

No enrichment for hits; about 3.6% have a hit in one of these screens.
